JNK3 inh: JNK3 (human) kinase inhibition | P53779 | purified JNK3 kinase activity, HTS | inhibition, % at 8 µM | hit rate 0.61% among 60,000; in the data active = inhibition above about 17%;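 also: 0% = DMSO and 100% = reference inhibitor; many of its hits are not listed in these tables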
Target sequence (P53779 whole entry, looked up): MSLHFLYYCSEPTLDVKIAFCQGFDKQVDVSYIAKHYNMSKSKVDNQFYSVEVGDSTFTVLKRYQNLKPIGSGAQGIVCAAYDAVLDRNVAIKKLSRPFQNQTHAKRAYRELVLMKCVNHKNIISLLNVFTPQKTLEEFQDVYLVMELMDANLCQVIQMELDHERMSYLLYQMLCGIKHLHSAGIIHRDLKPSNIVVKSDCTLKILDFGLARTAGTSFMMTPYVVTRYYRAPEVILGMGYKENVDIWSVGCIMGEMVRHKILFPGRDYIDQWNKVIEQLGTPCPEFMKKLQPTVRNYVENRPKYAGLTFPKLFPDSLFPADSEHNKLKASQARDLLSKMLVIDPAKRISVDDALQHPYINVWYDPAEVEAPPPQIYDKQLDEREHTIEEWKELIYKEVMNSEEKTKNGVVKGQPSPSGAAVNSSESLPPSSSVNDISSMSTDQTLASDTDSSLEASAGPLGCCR
PKA kinase inh: PKA (human) kinase inhibition; P17612; PKA Kemptide phosphorylation, Kinase-Glo ATP luminescence; inhibition, % at 6 µM; hit rate 0.1% among 65,000; AID 524;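 active = inhibition above the screen-wide mean inhibition plus 3 SD, cut at about 21% in these data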; also: many of its hits are not listed in these tables
FXIIa mix inh: factor XIIa (human) inhibition, mixture screen | purified FXIIa, fluorogenic substrate, pooled mixtures | hit rate 0.2% among 62,000 | inhibition, % at 5 µM | P00748;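 also: 0% = enzyme without compound and 100% = no enzyme blank; some results filed as inactive read as strong as hits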
CatL inh: blocks human cathepsin L protease activity | inhibition, %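 (tested at 10 µM)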 | purified cathepsin L, fluorogenic substrate, fluorescence | hit rate 0.17% among 58,000 | P07711; in the data active = inhibition above about 45%;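 also: 0% = enzyme with no compound and 100% = no enzyme blank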
Target sequence (P07711 114-288 limits assumed): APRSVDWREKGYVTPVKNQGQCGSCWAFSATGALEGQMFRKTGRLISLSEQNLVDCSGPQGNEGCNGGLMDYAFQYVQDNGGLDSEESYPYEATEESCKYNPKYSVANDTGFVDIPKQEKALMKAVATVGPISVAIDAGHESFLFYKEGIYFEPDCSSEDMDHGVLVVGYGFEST
Target sequence (P07711 292-333 limits assumed): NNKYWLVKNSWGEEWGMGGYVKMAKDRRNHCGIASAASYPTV
C1s block: blocks human complement C1s protease activity; AID 538; P09871; purified C1s, fluorogenic AMC substrate, pooled mixtures; hit rate 0.16% among 62,000; mean inhibition % of two 10-compound mixtures (hits give high values), % at 5 µM (by protocol);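 active = inhibition above 20% in each of the two 10-compound mixture wells holding the compound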;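 also: 0% = enzyme wells lacking compound mixture and 100% = no-enzyme blank wells; some compounds called inactive have numbers as strong as hits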
CatS block: human cathepsin S inhibition. hit rate 0.06% among 62,000. recombinant cathepsin S, AMC dipeptide fluorescence, pooled mixtures. inhibition, %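 (tested at 5 µM per compound within 10-compound mixtures)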. P25774; in the data active = inhibition above about 32%, passing the limit was not always enough;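 also: 0% = enzyme without compound and 100% = blank without enzyme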
Target sequence (P25774 115-331 limits assumed): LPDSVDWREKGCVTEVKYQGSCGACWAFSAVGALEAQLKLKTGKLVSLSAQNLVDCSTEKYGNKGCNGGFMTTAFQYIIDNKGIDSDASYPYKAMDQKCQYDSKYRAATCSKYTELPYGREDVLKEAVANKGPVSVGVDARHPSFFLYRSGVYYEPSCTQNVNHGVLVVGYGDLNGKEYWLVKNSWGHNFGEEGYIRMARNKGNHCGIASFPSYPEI
ROCK2 inh: blocks human Rho kinase 2 activity; O75116; purified ROCK2, Kinase-Glo ATP depletion luminescence; inhibition, % at 6 µM; hit rate 0.35% among 60,000;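 active = inhibition above the screen-wide mean inhibition plus 3 SD, cut at about 18% in these data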;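 also: plate controls were DMSO wells for no effect and Y-27632 control wells after no-enzyme background subtraction for full effect; many of its hits are not listed in these tables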
FXIa mix inh: inhibitors of human coagulation factor XIa, pooled mixtures. inhibition, % at 5 µM. hit rate 0.19% among 62,000. purified FXIa, fluorogenic substrate. P03951;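 also: each value is inhibition by a whole ten-compound pool holding the compound; 0% = enzyme with no mixture and 100% = wells lacking enzyme; strong numbers were not always called active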
Cathepsin G inh: inhibitors of human cathepsin G; P08311; purified enzyme, AMC-tetrapeptide fluorescence, pooled mixtures; inhibition, % at 5 µM (by protocol); hit rate 0.2% among 62,000;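 active = inhibition above 20% in each of the two mixture wells holding the compound; inactive = inhibition of 20% or less in either well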;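 also: 0% = enzyme control without mixture and 100% = blank lacking enzyme; strong numbers were not always called active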
Active calls of the source: *; . = not tested or not shown. Rule as the data show it, unless noted: active = inhibition above about 20% (passing the limit was not always enough); inactive = the rest.

Value order: JNK3 inh | PKA kinase inh | FXIIa mix inh | CatL inh | C1s block | CatS block | ROCK2 inh | FXIa mix inh | Cathepsin G inh
CCN(CC)C(=O)CSc1nc2ccccc2c(=O)[nH]1
    2 | 1 | 0 | 1 | 1 | -14 | 3 | 4 | 3
Nc1ccc(CN2CCN(c3ccc4ccccc4n3)CC2)cc1
    3 | 11 | 3 | 9 | -5 | 11 | 7 | 4 | 21
Cc1cc(Nc2ncc(Cl)cc2Cl)n[nH]1
    3 | 12 | 6 | 7 | 2 | 8 | 4 | 0 | 7
COc1ccc(CCN2C(=NC(=O)CCC(=O)O)SC3CS(=O)(=O)CC32)cc1OC (centres undefined)
    0 | 2 | 1 | -4 | -23 | 4 | 4 | -1 | 6
N#CCCN1CCN(S(=O)(=O)c2ccc(S(=O)(=O)NCC3CCCO3)cc2)CC1 (centres undefined)
    -3 | 6 | 1 | . | -7 | 2 | -3 | 5 | -5
Oc1ccc(C=NCC2COc3ccccc3O2)cc1 (centres undefined)
    . | . | 11 | -5 | 12 | 4 | . | 3 | 4
CCOC(=O)C1=C(N)Oc2c(oc(CO)cc2=O)C1c1c(F)cccc1Cl (centres undefined)
    -9 | 8 | -3 | -9 | 13 | -8 | 5 | 6 | 9
Cc1ccc(S(=O)(=O)CCc2nnc(NC(=O)C3CCCO3)s2)cc1 (centres undefined)
    . | -3 | -17 | 2 | 4 | 16 | . | 5 | -2
COc1ccc(-c2nc(CS(=O)CC(=O)NCc3ccccn3)c(C)o2)cc1 (centres undefined)
    0 | -3 | 3 | 32 | -48 | 7 | 1 | 9 | -3
CN1CCN(CCCNC(=O)C2CCN(c3nnc(-n4cccc4)s3)CC2)CC1
    4 | 6 | 6 | 17 | 1 | 17 | 6 | -1 | 8
CS(=O)(=O)c1nc(-c2ccco2)cc(C(F)(F)F)n1
    . | 8 | -7 | . | 1 | 2 | . | 5 | 1
CC1(C)Cc2ccccc2-c2nnc(SCc3ccc(C#N)cc3)n21
    1 | -3 | -3 | -2 | 16 | -6 | -3 | 5 | 11
CCOCCCNC(=O)C1CCC(=O)N1CCc1ccccc1 (centres undefined)
    -7 | -2 | 4 | 11 | 7 | -19 | 0 | 6 | 6
COCCNC(=O)CSc1nc2ccccc2c(=O)n1-c1cccc(OC)c1
    -2 | 4 | 3 | 3 | 23 | -3 | 6 | 4 | 42
COc1ccccc1NC(=O)c1c(C)cc(=O)oc1C
    1 | 3 | . | 23 | . | . | -7 | . | .
CC(C)c1cc(N2CCN(C(=O)c3ccco3)CC2)n2c(nc3ccccc32)c1C#N
    4 | 3 | 4 | . | -30 | -5 | 8 | -1 | -5
CCOC(=O)N1CCC(NC(=O)CCC(=O)N2CC(C)Oc3ccc(C)cc32)CC1 (centres undefined)
    -1 | 1 | 0 | 2 | 15 | 11 | -3 | 5 | 8
CSc1nsc(SCC(=O)NC2CCCCC2)n1
    6 | 0 | 3 | 1 | 3 | -6 | 2 | 12 | -28
CCn1c(SCC(=O)n2c(C)c(C)c3ccccc32)nnc1-c1ccco1
    1 | 0 | 2 | -8 | 15 | 4 | 0 | 3 | 11
O=C(c1ccc(CNS(=O)(=O)c2cccc(C(F)(F)F)c2)cc1)N1CCOCC1
    1 | 6 | 1 | 1 | -70 | 11 | 6 | -4 | 1
COc1ccc(C2C(C(C)=O)=C(C)N=c3s/c(=C\c4cc(C)n(C)c4C)c(=O)n32)c(OC)c1 (centres undefined)
    -4 | -2 | -4 | . | 18 | 12 | 0 | 10 | 12
O=C(Cn1c(NCCO)nc2ccccc21)c1cccs1
    2 | -1 | -10 | -7 | -15 | -5 | 4 | 2 | 10
CCn1cc(CNC(=O)CCc2ccc(OC)cc2)cn1
    -5 | -4 | -1 | 10 | 12 | 25 | 0 | 6 | 9
CC(C)n1c(=NC(=O)c2ccco2)c(C#N)cc2c(=O)n3ccccc3cc21
    0 | 9 | -16 | -60 | -88 | -13 | 4 | -31 | -30
CCCCOC(=O)c1[nH]c2c(c1C)C(=O)CC(c1cc(OC)c(OC)c(OC)c1)C2 (centres undefined)
    -7 | 11 | -6 | 40 | -9 | 3 | 2 | 5 | -2
Cc1noc(C)c1CSc1nnc(-c2cccnc2)n1C1CCCCC1C (centres undefined)
    -16 | -1 | 1 | -3 | -25 | -3 | -2 | 2 | -14
CCN(CCN(C)C)C(=O)Cn1ncc2c1-c1cc(C)ccc1OC2
    -3 | -2 | 6 | -1 | -17 | -1 | 1 | 3 | -1
Cc1c(Cc2ccccc2)sc(N)c1C(N)=O
    -4 | 1 | -5 | 1 | -2 | -1 | 2 | 5 | 2
COCCCN1C(=O)c2ccccc2C1C(=O)NC1CCCCCC1 (centres undefined)
    0 | -2 | 1 | -3 | 14 | -1 | 2 | 4 | 9
COC(=O)CSc1nc2cc3c(cc2cc1C#N)OCO3
    0 | 6 | 2 | -9 | -15 | -2 | 5 | 5 | 0
CN(C)S(=O)(=O)c1cccc(CSc2cccc[n+]2[O-])c1
    9 | 9 | -8 | 21 | -84 | -15 | 4 | -36 | -31
CC1CCCCN1Cc1nc2c(c(=O)n(C)c(=O)n2C)n1Cc1cccc2ccccc12 (centres undefined)
    1 | 2 | -11 | 4 | 15 | 8 | 2 | 3 | 8
COc1ccc(OC)c(C(O)c2nc3ccccc3n2C(C)C)c1 (centres undefined)
    2 | 9 | -9 | 1 | 12 | -4 | 7 | 3 | 8
FC(F)(F)c1ccc(N2CCOCC2)c(Nc2nc3ccccc3n3cnnc23)c1
    -6 | 6 | -7 | -14 | -1 | 1 | 2 | -9 | 8
Cc1ccc(S(=O)(=O)C2(C(=O)N3CCN(C4CCCCC4)CC3)CC2)cc1
    -2 | 11 | 8 | -4 | -43 | -11 | 4 | -12 | 5
COc1ccc(OCCC(=O)NC2=NCCS2)cc1
    -11 | -6 | 12 | . | 2 | 4 | -2 | 0 | 7
COC(=O)C1CCN(C(=O)c2c(-c3ccccc3Cl)noc2C)CC1
    -10 | 3 | 7 | -4 | -29 | -11 | -1 | -11 | 0
Cc1cc2n(n1)C(c1ccco1)Nc1ccccc1-2 (centres undefined)
    -5 | 8 | 3 | 8 | 6 | -6 | 0 | 7 | 6
Cc1ccc(OCCN2CCN(C(=O)CCC(=O)Nc3nnc(C)s3)CC2)cc1
    2 | 0 | 3 | 16 | -13 | 10 | -2 | 6 | 3
O=C1NC2(CCCCC2)N=C1c1ccccc1
    0 | -7 | -3 | 6 | 2 | 8 | -3 | 5 | 3
O=C(O)c1ccc(NC(=O)C2C3CCC(C3)C2C(=O)O)cc1 (centres undefined)
    -1 | -7 | 20 | 3 | -2 | -3 | 1 | 5 | 0
O=C(NCc1ccccn1)C1CCN(S(=O)(=O)c2cccs2)CC1
    2 | -2 | 6 | 4 | 6 | 12 | 2 | -1 | 7
CCOCCCNC(=O)C(c1ccc(OC)cc1)N(Cc1ccc2c(c1)OCO2)C(=O)CNC(C)=O (centres undefined)
    . | 3 | 10 | 8 | -1 | 7 | . | 2 | 9
COC(=O)c1ccc(Oc2nc(Nc3ccc(F)cc3)nc(N3CCCC3)n2)cc1
    -6 | 7 | 2 | -2 | 5 | -5 | 12 | 8 | -1
CCOc1cc(C(=O)N2CCN(c3ccccc3)CC2)cc(OCC)c1OCC
    -2 | 0 | -18 | 11 | 11 | -12 | 1 | 5 | 11
CCc1cc(-c2[nH]ncc2-c2ccc3c(c2)OCO3)c(O)cc1O
    4 | 2 | 8 | -3 | 21 | 7 | 7 | -3 | -3
COc1ccc(OC)c(C(c2nnnn2C2CCCC2)N2CCN(c3ccccc3F)CC2)c1 (centres undefined)
    2 | -4 | -27 | -5 | 0 | -1 | 6 | 4 | 1
CCN(CCCNC(=O)c1[nH]c(C)c(C(C)=O)c1C)c1cccc(C)c1
    1 | 12 | -6 | 7 | 5 | -6 | 2 | 4 | 8
O=C(Oc1ccc(OC(=O)c2ccncc2)cc1)c1ccncc1
    0 | 0 | 3 | -9 | 1 | -5 | -1 | 4 | 0
COc1ccccc1-c1nnc(NC(=O)OCC(C)C)s1
    5 | 6 | -10 | 1 | 5 | -3 | 4 | 4 | -1
O=C1COc2ccc(C(=O)COC(=O)CCc3ccc(S(=O)(=O)N4CCOCC4)cc3)cc2N1
    2 | 7 | 2 | 0 | -12 | 4 | 7 | -4 | 6
COc1ccc(Nc2cc(C)nc3ncnn23)c(OC)c1
    2 | 0 | 2 | 2 | 1 | 11 | 2 | 9 | 12
COc1ccc(-c2nnc(CSc3ncnc4sc5c(c34)CCC5)o2)cc1OC
    2 | 11 | -15 | 14 | -4 | 9 | 1 | -3 | 1
COC(=O)c1cc(NCc2c(F)cccc2Cl)ccc1N1CCOCC1
    1 | -1 | 10 | -16 | -48 | -16 | 0 | 0 | 2
CC(C)CC(=O)N1CCN(S(C)(=O)=O)CC1
    1 | 0 | -19 | . | -21 | 4 | 0 | 4 | -1
Cc1ccc(C)c(NC(=O)C2CC(Cl)=CCC2C(=O)O)c1 (centres undefined)
    . | 3 | 2 | -3 | 0 | -1 | . | 5 | 0
C=CCc1cc(OC)ccc1OCC(O)CN1CCN(c2ccc(OC)cc2)CC1 (centres undefined)
    3 | 2 | 3 | -3 | -15 | -2 | 5 | -9 | -12
C=CCOc1cccc(C2/C(=C(/O)c3ccc(Cl)cc3)C(=O)C(=O)N2CCN2CCOCC2)c1 (centres undefined)
    1 | -3 | -16 | -1 | -22 | 7 | -6 | 2 | -7
CCOC(=O)COc1ccc(S(=O)(=O)Nc2ccc3c(c2)OCCO3)cc1
    -2 | 7 | 2 | 24 | -1 | 2 | 2 | 4 | -9
O=C(c1cc(S(=O)(=O)N2CCOCC2)ccc1F)N1CCN(Cc2ccccc2)CC1
    1 | 6 | -15 | 0 | 15 | 2 | 8 | 3 | 10

Whole records, quoted from the list:
`CCOC(=O)COc1ccc(S(=O)(=O)Nc2ccc3c(c2)OCCO3)cc1` as listed: JNK3 inh: -2; PKA kinase inh: 7; FXIIa mix inh: 2; CatL inh: 24; C1s block: -1; CatS block: 2; ROCK2 inh: 2; FXIa mix inh: 4; Cathepsin G inh: -9
`O=C(NCc1ccccn1)C1CCN(S(=O)(=O)c2cccs2)CC1` as listed: JNK3 inh: 2; PKA kinase inh: -2; FXIIa mix inh: 6; CatL inh: 4; C1s block: 6; CatS block: 12; ROCK2 inh: 2; FXIa mix inh: -1; Cathepsin G inh: 7

Continued.
Value order: JNK3 inh | PKA kinase inh | FXIIa mix inh | CatL inh | C1s block | CatS block | ROCK2 inh | FXIa mix inh | Cathepsin G inh
COC(=O)Cn1c2ccc(OC)cc2c2nc3ccccc3nc21
    -10 | 4 | -14 | 4 | 27 | 3 | -1 | 2 | -12
CCC(c1nnnn1Cc1ccco1)N(CCc1ccccc1)Cc1cc2cccc(C)c2[nH]c1=O (centres undefined)
    2 | 3 | 9 | 0 | -141 | -23 | 4 | -12 | -24
O=C1[C@@H]2C(Cc3ccc(O)cc3)NC3(C(=O)Nc4ccc(F)cc43)[C@@H]2C(=O)N1c1ccccc1 (some centres undefined)
    4 | 1 | 4 | 6 | 0 | -5 | 3 | -9 | -4
O=C(OCC(O)CN1CCCCC1)C12CC3CC(CC(C3)C1)C2 (centres undefined)
    -2 | 14 | 2 | -1 | -32 | -5 | -5 | -2 | -14
Cc1ccc(-c2noc(CN(C(=O)CCCCCN3C(=O)c4ccccc4C3=O)C(C)C)n2)cc1
    -2 | -6 | -17 | 12 | 6 | 13 | -4 | 7 | 3
CCOC(=O)N1CCC(N2C(=O)c3ccccc3C2Nc2ccccc2C)CC1 (centres undefined)
    0 | 8 | 16 | 25 | 16 | 11 | -1 | 0 | 8
O=S(=O)(Cc1ccccc1)N1CCc2ccccc2C1
    . | . | 4 | 13 | -46 | 5 | . | -1 | 3
